# mlh1 rad18 – NCI yeast anticancer drug screen, S. cerevisiae mlh1 rad18 strain | growth inhibition, % at 50 µM | actives 11% (n = 79,000) | AID 175, 2004;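 also: 0% = growth of vehicle-only cultures of the same strain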
#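 Read-out is yeast growth inhibition, calculated against vehicle-only controls. The compound was applied to a strain engineered with DNA damage repair alterations.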
# bub3 – NCI yeast anticancer drug screen, S. cerevisiae bub3 mutant strain; % growth inhibition at 50 µM; actives 9.9% (n = 78,000);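 also: 0% = growth of vehicle-only cultures of the same strain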
#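 Steps: expose the mutant yeast strain to compound; grow alongside vehicle-treated cultures; measure growth; express inhibition against the vehicle cultures.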
# rad50 – NCI yeast anticancer drug screen, S. cerevisiae rad50 strain | growth inhibition, % at 50 µM | actives 10% (n = 79,000);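 also: 0% = growth of vehicle-only cultures of the same strain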
#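 Genetically altered yeast (DNA repair pathway); compound treatment; growth inhibition vs vehicle ctrl.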
# yeast cln2 rad14 – NCI yeast anticancer drug screen, S. cerevisiae cln2 rad14 strain; growth inhibition, % at 50 µM; actives 8.3% (n = 78,000);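 also: 0% = growth of vehicle-only cultures of the same strain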
#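 Yeast carrying cln2 and rad14 alterations (cell cycle control and DNA damage repair) were exposed to compounds. Growth inhibition was measured against vehicle-treated controls.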
# yeast sgs1 mgt1 – NCI yeast anticancer drug screen, S. cerevisiae sgs1 mgt1 strain. growth inhibition, % at 50 µM. actives 10% (n = 78,000);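 also: 0% = growth of vehicle-only cultures of the same strain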
#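 Growth of a repair-deficient yeast mutant was monitored after compound treatment and expressed as inhibition relative to vehicle-treated cultures.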
# mec2-1 – NCI yeast anticancer drug screen, S. cerevisiae mec2-1 strain. % growth inhibition at 50 µM. actives 9% (n = 79,000). AID 157, 2004;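 also: 0% = growth of vehicle-only cultures of the same strain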
#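 Strain: mec2-1 (DNA repair/cell cycle alteration). Compound exposure, then growth measured; inhibition expressed relative to vehicle.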
# The depositor's hits bear a star; & = joins results of further samples. Rule as the data show it: active = growth inhibition above about 70%; inactive = the rest. The list is partial, so the mix of outcomes need not match the whole.
1. O=c1oc2c(O)c(O)cc3c(=O)oc4c(O)c(O)cc1c4c23
2. CC(=O)OCC1=CC2OC(=O)C3=COC(OC4OC(CO)C(O)C(O)C4O)C1C32 (centres undefined)
3. CC12CC3CC(C)(C1)CC(N)(C3)C2
4. CCCCCCCCCC(=O)OC
5. CCC(NC(C)C)C(O)c1ccc(O)c2[nH]c(=O)ccc12 (centres undefined)
6. C/C=C(\C(=C\C)c1ccc(OC(C)=O)cc1)c1ccc(OC(C)=O)cc1
entry no.	1	2	3	4	5	6
mlh1 rad18	-19&-8	-52	0	6	23	-5
bub3	-36&29	17	4	0	2	-14
rad50	7&26	12	0	-24	22	-1
yeast cln2 rad14	-9&19	13	-10	-13	-1	12
yeast sgs1 mgt1	-11&35	10	-2	8	-17	-7
mec2-1	-20&19	-4	-3	-17	2	-18

# Rewritten field by field: entries from further up.
2	CC(=O)OCC1=CC2OC(=O)C3=COC(OC4OC(CO)C(O)C(O)C4O)C1C32 (centres undefined)
  mlh1 rad18 = -52; bub3 = 17; rad50 = 12; yeast cln2 rad14 = 13; yeast sgs1 mgt1 = 10; mec2-1 = -4

3	CC12CC3CC(C)(C1)CC(N)(C3)C2
  mlh1 rad18 = 0; bub3 = 4; rad50 = 0; yeast cln2 rad14 = -10; yeast sgs1 mgt1 = -2; mec2-1 = -3

# Copied from above: nos. 4 to 6
4. CCCCCCCCCC(=O)OC
5. CCC(NC(C)C)C(O)c1ccc(O)c2[nH]c(=O)ccc12 (centres undefined)
6. C/C=C(\C(=C\C)c1ccc(OC(C)=O)cc1)c1ccc(OC(C)=O)cc1
entry no.	4	5	6
mlh1 rad18	6	23	-5
bub3	0	2	-14
rad50	-24	22	-1
yeast cln2 rad14	-13	-1	12
yeast sgs1 mgt1	8	-17	-7
mec2-1	-17	2	-18

# Compound activity (PubChem BioAssay)
